Screens from PubChem.
MC4R antag cAMP = human MC4R antagonism in cAMP assay. MC4R-expressing cells, MTII-stimulated cAMP, LANCE TR-FRET. inhibition, % at 6.5 µM. 0.48% of 360,000 active;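 active = inhibition above its plate's cutoff, the mean of tested wells on that plate plus 3 SD, cut at about 29% in these data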;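 also: 0% = Melanotan II alone and 100% = Melanotan II plus saturating MCL0020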
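material = U2OS cells stably expressing human melanocortin 4 receptor (MC4R) | also added = Melanotan II challenge | dosing = single nominal compound dose of 6.5 µM | detection = TR-FRET with Eu-cAMP and labeled anti-cAMP, 671 nm | replication = singlicate | timing = compound 30 min, challenge 1 h, detection 1 h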
H9c2 protect = myocardial damage modulation in H9c2 cells; H9c2 cardiomyocytes, H2O2 injury protection, ATPLite, 2 h; protection from H2O2 cell death, % at 20 µM; 0.63% of 360,000 active;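 active = compounds giving at least 50% protection of heart cells from peroxide-induced death in the single-dose screen, raw or plate-pattern-corrected value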;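 also: 0% = DMSO wells with peroxide and 100% = DMSO wells without peroxide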
hiPSC survival = enhancers of human iPSC single-cell survival; hiPSC single-cell survival, ATPlite luminescence; 100% = ROCK inhibitor wells, 0% = DMSO; survival enhancement, % at 20 µM; 0.044% of 360,000 active; in the data active = survival enhancement above about 18%;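 also: cells exposed to compounds for 16 hours before the ATP read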
Glyco luc inh = N-linked glycosylation inhibition; D54 ERlucT glycosylation luciferase reporter, 24 h; percent of 100 nM tunicamycin response; reporter increase, % at 12.5 µM; 0.23% of 360,000 active;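 active = mean luciferase reporter signal, scaled so untreated is 0 and the glycosylation-blocking control 100, at or above a set limit in every replicate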;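 also: luciferase carries N-glycosylation sites so blocking glycosylation raises the light; 0% = median of neutral control wells and 100% = median of 100 nM tunicamycin wells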
aDG glyco up = alpha-DG glycosylation activation | Pro5-aDG cells, alpha-DG glycosylation AlphaScreen (IIH6); 0% Pro5, 100% B10-LARGE cell signal | activation, % at 10 µM | 0.22% of 360,000 active | AID 624168;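 active = activation of at least 8% versus controls, or a plate z-score of at least 8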;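 also: Pro5 are CHO cells carrying HIG-tagged alpha-DG that lacks glycosylation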
Granule exo inh = blocks lytic granule exocytosis; TALL-104 LAMP-1 surface exposure, flow cytometry; cells stimulated with thapsigargin and PMA; inhibition, % at 10 µM; 0.66% of 360,000 active; AID 651702;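 active = inhibition above about 55%, limit read from the data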
MC4R ag barr = activates human MC4R beta-arrestin recruitment; U2OS MC4R beta-arrestin complementation, luminescence; percent of melanotan II response, DMSO zero; activation, % at 8.9 µM; 0.98% of 360,000 active;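 active = activation above a per-plate cutoff, the mean activation of sample wells on that plate plus 3 SD, cut at about 8% in these data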
ABCB6 inh MLPCN = blocks the human ABCB6 transporter | Q9NP58 | K562-ABCB6 porphyrin accumulation, flow cytometry, 1 h; hits give low values | fluorescence ratio to DMSO, % at 10 µM | 0.19% of 360,000 active;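 active = fluorescence ratio to DMSO below 75%, the collection mean minus 3 SD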;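 also: signal is porphyrin accumulated inside mitochondria; 100% equals median channel fluorescence of DMSO control wells; lower ratio means ABCB6 inhibition with less porphyrin fluorescence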
Target sequence (Q9NP58 whole entry, looked up): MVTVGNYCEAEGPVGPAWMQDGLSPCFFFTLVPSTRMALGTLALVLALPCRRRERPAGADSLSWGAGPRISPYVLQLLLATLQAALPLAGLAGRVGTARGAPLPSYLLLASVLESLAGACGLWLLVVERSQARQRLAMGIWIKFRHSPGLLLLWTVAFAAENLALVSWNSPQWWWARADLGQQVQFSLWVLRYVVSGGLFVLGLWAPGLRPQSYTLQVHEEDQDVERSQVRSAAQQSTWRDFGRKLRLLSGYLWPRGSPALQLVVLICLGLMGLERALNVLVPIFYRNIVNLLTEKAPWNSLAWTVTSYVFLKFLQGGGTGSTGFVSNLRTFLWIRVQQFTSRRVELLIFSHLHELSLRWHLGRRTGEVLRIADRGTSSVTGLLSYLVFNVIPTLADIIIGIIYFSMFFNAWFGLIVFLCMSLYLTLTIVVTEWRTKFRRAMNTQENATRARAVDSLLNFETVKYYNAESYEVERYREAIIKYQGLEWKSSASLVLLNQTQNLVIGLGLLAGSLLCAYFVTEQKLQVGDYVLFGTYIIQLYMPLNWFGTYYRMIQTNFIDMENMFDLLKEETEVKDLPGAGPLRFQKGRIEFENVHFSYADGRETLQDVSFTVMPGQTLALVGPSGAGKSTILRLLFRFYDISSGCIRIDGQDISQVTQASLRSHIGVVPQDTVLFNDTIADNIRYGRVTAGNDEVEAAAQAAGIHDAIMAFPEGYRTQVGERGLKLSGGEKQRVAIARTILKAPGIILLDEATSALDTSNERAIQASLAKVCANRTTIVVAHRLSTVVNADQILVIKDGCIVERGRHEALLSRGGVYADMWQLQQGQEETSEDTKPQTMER
ABHD5-PLIN5 inh = inhibitors of human ABHD5-perilipin-5 interaction; Q00G26+Q8WTS1; Split G. princeps luciferase complementation, luminescence, 4 h; inhibition, % at 4 µM; 0.78% of 360,000 active; AID 602281;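 active = inhibition above the mean inhibition across every tested compound plus 3 SD, cut at about 22% in these data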;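 also: 0% = DMSO only wells and the 100% control is not disclosed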
m5-HT2A agonist = mouse HTR2A agonism via beta-arrestin recruitment. P35363. CHO-K1 mHTR2A beta-arrestin complementation, luminescence; percent of 30 µM serotonin response. activation, % at 7.6 µM. 0.66% of 360,000 active. AID 624169;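 active = activation above a run cutoff, the mean activation of all tested compounds plus 3 SD, cut at about 14% in these data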;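 also: 0% = plate median of compound wells and 100% = 30 µM serotonin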
An asterisk follows results filed as active; . = not tested or not shown. This is a random part of the collection (roughly 4.5% active in at least one column).

SMILES	MC4R antag cAMP	H9c2 protect	hiPSC survival	Glyco luc inh	aDG glyco up	Granule exo inh	MC4R ag barr	ABCB6 inh MLPCN	ABHD5-PLIN5 inh	m5-HT2A agonist
C[C@H](NC(=O)[C@H]1N2C(=O)c3ccccc3C2SC1(C)C)C(=O)N1CCC[C@H]1C(=O)O (stereo partly drawn)	11	-1	-0.4	1	-0.2	1	-1.6	102	-2	2
CC(=Nc1ccccc1)C1=C(O)CSC1=O	-3	4	-1.7	0	0.0	-1	-2.5	101	0	-3
Cc1cccc(C(=O)Nc2onc(C)c2C#N)c1	4	2	1.6	3	-0.1	2	0.8	97	7	1
CCN(CC)S(=O)(=O)c1ccc(OCC(=O)NCc2ccccc2)cc1	0	-1	-0.3	-1	0.0	16	2.2	103	-2	-3
Cc1ccc(NC(=O)CC2SC3=NCCCN3C2=O)c(C)c1 (stereo not drawn)	18	25	3.4	1	-0.1	67*	0.5	93	-7	0
Cc1cccc(CN2CCN(Cc3nc4c(s3)CCCC4)CC2CCO)n1 (stereo not drawn)	12	8	-0.9	1	-0.1	-1	1.6	96	3	-4
COc1ccccc1C(CC(=O)Nc1nccs1)c1ccco1 (stereo not drawn)	14	2	4.0	0	0.0	0	-0.7	103	6	8
O=C(NC1CC2CCCC(C1)N2S(=O)(=O)c1ccccc1)C1CCCCC1 (stereo not drawn)	14	-1	-1.9	-3	-0.1	4	0.3	102	-6	-3
Cc1c(CC(=O)N2CCN(C(=O)C3COc4ccccc4O3)CC2)c(=O)oc2c(C)c(O)ccc12 (stereo not drawn)	6	36	2.0	0	0.0	-3	-5.4	94	-6	-6
O=C(COC(=O)c1ccccc1Br)Nc1nnc(-c2ccccc2)o1	4	10	0.6	2	-0.2	-1	-1.6	100	3	-5
COC(=O)[C@@]12CCCN1[C@H](c1ccc(SC3CCCCC3)cc1)[C@H]1C(=O)N(C)C(=O)[C@H]12	-6	-2	0.9	1	-0.2	-8	-1.9	99	0	-1
N#CC(C(=O)NCc1ccccc1)c1nc2ccccc2nc1N1CCCC1 (stereo not drawn)	-5	11	0.4	1	-0.2	-4	-0.8	.	-2	0
CC1(CCc2ccccc2)NC(=O)N(CC(=O)Nc2c(F)cccc2F)C1=O (stereo not drawn)	10	9	-0.4	-1	-0.1	-5	-1.8	99	-8	12
COc1cc(OC)c(NC(=O)CNC(=O)Cn2ccc3ccccc3c2=O)cc1Cl	11	-2	-0.7	1	0.0	-1	-1.7	103	6	7
c1coc(Cn2c(SCc3nc4ccccc4[nH]3)nnc2-c2cnccn2)c1	-7	-10	0.5	1	0.0	-1	1.0	95	19	-2
CC(C)COc1cccc(C(=O)Nc2ccc(N3CCOCC3)cc2N2CCOCC2)c1	12	11	0.3	-2	-0.3	0	-0.4	93	11	14
Cc1cc(C(=O)NNC(=O)c2cccc(N(C)C)c2)c(C)o1	5	-2	-0.4	2	0.0	-1	-3.0	102	-5	-9
O=C(Nc1ccc(F)cc1)N1CCN(C(=O)C2CCCO2)CC1 (stereo not drawn)	-1	4	-0.1	3	-0.3	-22	-0.6	97	1	0
Cc1c(CC(=O)O)c(=O)oc2c(C)c3occ(-c4ccccc4)c3cc12	4	0	-0.1	2	-0.3	-1	0.5	91	-10	3
N#Cc1ncc(C(F)(F)F)cc1Sc1ccc(N)cc1	-4	-15	3.4	-5	0.0	-2	-0.7	101	-3	1
COCC(=O)N1CCCC(C(=O)c2ccc3c4c(cccc24)CC3)C1 (stereo not drawn)	19	14	-0.1	0	0.0	7	-0.1	101	-13	3
Cc1nn(C)c(C)c1S(=O)(=O)N1CCCC(C(=O)NCC2COc3ccccc3O2)C1 (stereo not drawn)	19	-8	-0.9	-1	-0.1	0	1.5	107	-15	0
CCOC(=O)Cn1c(C)nc2c(C(=O)OCC)sc(C)c2c1=O	-1	1	-1.4	1	-0.2	0	3.2	94	13	-6
Cc1ccc([N+](=O)[O-])cc1NC(=O)Cc1cccs1	3	-4	-1.5	1	-0.3	-13	1.5	111	-7	0
COc1cc(-c2noc(C)c2C(=O)NCc2ccc(C)o2)cc(OC)c1OC	-6	-2	1.7	1	0.0	-13	-1.1	94	12	1
CCOC(=O)C1=C(COC(=O)COc2cccc(C)c2C)NC(=O)NC1C (stereo not drawn)	0	2	0.4	1	-0.3	1	-4.2	77	-2	-3
O=S(=O)(Nc1ccc(C(O)(C(F)(F)F)C(F)(F)F)cc1)c1ccc(Cl)c2nonc12	-2	-8	-2.0	18	-0.2	6	-0.5	131	42*	12
O=C(c1cccc(F)c1)N1CCN(S(=O)(=O)c2ccccc2)CC1	6	2	-0.9	-3	0.3	-3	-1.2	97	0	-1
COc1ccc(CCN2C(=O)c3ccccc3C2c2nnnn2-c2c(C)cccc2C)cc1OC (stereo not drawn)	.	.	-0.4	.	-0.1	-1	.	93	1	3
CC[C@H](C)[C@H](NC(=O)c1ccccc1)C(=O)Nc1ccc(S(=O)(=O)Nc2cc(C)nc(C)n2)cc1	-1	9	1.3	-1	0.1	-8	2.0	99	0	0
CCOC(=O)C1=CCN(S(=O)(=O)c2ccccc2C)C1c1ccc(Cl)cc1 (stereo not drawn)	.	0	3.7	1	0.3	3	.	101	-1	-3
Cc1ccc(F)cc1-c1nc(NCC2CC2)nc2ccsc12	-8	-10	-0.4	-1	0.0	-3	0.3	98	-7	16*
COc1ccc(-c2cn(CCCOCc3ccccc3)nn2)cc1	0	-5	11	-2	0.3	7	-1.1	99	-3	4
CC(=O)O[C@H]1[C@H](C)OC=C[C@@H]1OC(C)=O	9	3	1.4	-1	0.1	0	-0.8	98	-2	4
COCCCN(C(=O)C1CCCCC1)c1c(N)n(Cc2ccccc2)c(=O)[nH]c1=O	3	0	1.3	0	0.2	2	-2.4	101	1	-3
CC(Oc1ccccc1Cl)C(=O)N1CCCN(C)CC1 (stereo not drawn)	5	3	-0.3	-1	-0.1	-2	-1.7	96	3	5

Two consecutive compounds from above:
SMILES	MC4R antag cAMP	H9c2 protect	hiPSC survival	Glyco luc inh	aDG glyco up	Granule exo inh	MC4R ag barr	ABCB6 inh MLPCN	ABHD5-PLIN5 inh	m5-HT2A agonist
COc1cc(-c2noc(C)c2C(=O)NCc2ccc(C)o2)cc(OC)c1OC	-6	-2	1.7	1	0.0	-13	-1.1	94	12	1
CCOC(=O)C1=C(COC(=O)COc2cccc(C)c2C)NC(=O)NC1C (stereo not drawn)	0	2	0.4	1	-0.3	1	-4.2	77	-2	-3

(next part)
SMILES	MC4R antag cAMP	H9c2 protect	hiPSC survival	Glyco luc inh	aDG glyco up	Granule exo inh	MC4R ag barr	ABCB6 inh MLPCN	ABHD5-PLIN5 inh	m5-HT2A agonist
CC(=O)c1cccc(NC(=O)C2CCCN2S(=O)(=O)c2cccc3cccnc23)c1 (stereo not drawn)	1	4	0.5	0	0.1	0	-1.5	95	8	8
CCCOP(=O)(c1ccc(N(C)C)cc1)C(O)c1cccnc1 (stereo not drawn)	8	-3	1.7	4	0.1	0	-0.3	97	1	-2
CC(C)Oc1cccc(C(=O)NC(=S)Nc2cccc(NC(=O)c3ccccc3Cl)c2)c1	19	-10	0.0	-4	-0.3	-3	-2.5	105	-1	0
CC(C)[C@@H]1Cc2[nH]c(=O)[nH]c(=O)c2[C@H](c2ccc(F)cc2)O1	.	.	0.4	.	0.1	-4	.	101	2	-4
CCCOc1ccc(CNC(=O)C2CCN(c3nn4c(=O)cc(C)nc4s3)CC2)cc1	-1	-2	-0.1	4	0.0	-4	-3.0	101	-4	11
CC1(c2nnnn2-c2ccc3c(c2)OCCO3)CCC(=O)N1C1CC1 (stereo not drawn)	.	.	0.7	.	-0.2	-4	.	96	3	-2
CC(=O)c1cccc(NC(=O)CCS(=O)(=O)c2ccc(Br)s2)c1	10	0	-0.5	1	0.0	3	-1.8	93	4	-2
CC12CCC(=O)N1C(C(=O)Nc1nc3ccc(Cl)cc3s1)CS2 (stereo not drawn)	11	-3	-0.5	0	0.4	-3	1.1	96	-4	-2
O=C(NCCCc1ccncc1)C1CCC(=O)N(CCc2cccc(F)c2)C1 (stereo not drawn)	4	-1	-0.3	-2	0.1	2	-2.3	101	0	-13
CCCCOc1ccc(-c2nnn(CC(=O)Nc3ncc(CC(=O)OCC)s3)n2)cc1	3	-19	8.8	1	0.3	0	1.7	98	-8	4
Cc1ncsc1CCC(=O)N1CCCC(C(=O)c2ccc3c(c2)OCO3)C1 (stereo not drawn)	9	-3	-0.1	1	0.0	1	0.5	92	-3	0
CCC(C)NC(=O)C1c2ccccc2C(=O)N1Cc1ccc(OC)cc1OC (stereo not drawn)	12	9	0.3	3	-0.3	0	1.2	94	-1	-7
CC(C)(C)c1ccc(C(=O)CCC(=O)NCc2ccccc2)cc1	-3	-14	0.7	0	0.1	3	2.0	101	-2	-2
COc1ccc(NC(=S)N2CCCC2c2ccc(OC)c(OC)c2)cc1 (stereo not drawn)	1	1	0.4	1	0.0	-2	-1.9	101	1	0
CCc1nnc(NC(=O)CN2C(=O)c3ccccc3S2(=O)=O)s1	-3	5	2.2	0	0.1	6	-0.2	102	4	-2
Cc1cc(C)c2nc(C)cc(Nc3ccc(C(=O)NCCO)cc3)c2c1	8	12	1.1	3	0.2	7	1.7	97	-2	4
O=C1CCCC(=O)N1c1ccc(NCCOCCO)c([N+](=O)[O-])c1	8	9	1.7	1	0.0	6	-1.1	100	0	1
Cc1nc(NC(=O)CSc2nncs2)c(Cl)cc1Cl	4	4	2.3	1	0.0	-1	-2.6	93	3	6
CCCCC1=NN(C(=O)c2cocc2C)C(O)(C(F)(F)F)C1 (stereo not drawn)	5	5	1.3	0	-0.1	-1	1.8	99	-3	5
O=C(c1ccc(Cn2cc(Cl)cn2)cc1)N1CCN(c2ccccc2)CC1	-3	-1	0.0	3	4.7	-2	-1.6	100	-10	-2
CCOc1ccc(C(C)=O)cc1COc1ccc(-n2cnnn2)cc1	3	19	3.5	5	0.3	2	-1.5	94	3	1
CCC(=O)Nc1cc(OC)cc(OC)c1	23	-2	2.1	-1	0.4	1	2.9	101	0	-3
CCC[C@H]1CN(c2ccccc2)C(=O)[C@@H]1CC(=O)Nc1ccc(Br)cc1	1	1	-2.5	3	0.3	-3	-2.5	97	-9	2
O=C(Oc1cccc(F)c1)c1ccc2c(=O)n3c(nc2c1)CCC3	19	-5	0.4	-1	0.0	11	-2.0	97	-5	1
Cc1cc(C(=O)N2C(C)CCCC2C)no1 (stereo not drawn)	6	-1	0.4	0	0.0	-7	1.8	165	1	-2
CCc1nn(C(C)C(=O)N2CCN(c3ccc(OC)cc3)CC2)c(=O)c2cc3occc3n12 (stereo not drawn)	-12	6	0.0	19	0.0	1	-4.0	98	9	0
CCOc1cc(CNCCCN2CCOCC2)ccc1OCC(=O)Nc1cccc2ccccc12	9	-15	-2.6	-3	2.6	28	-0.5	107	16	-10
COC(=O)c1ccc(NC(=O)C(=O)N2CCN(C(=S)Nc3ccc(C)cc3)CC2)cc1	10	-3	-1.0	-2	-0.1	-3	0.1	90	-8	-1
CCC(Sc1nc(-c2cccc(OC)c2)c(C#N)c(=O)[nH]1)C(=O)Nc1nnc(C(C)C)s1 (stereo not drawn)	5	4	2.8	2	-0.2	-1	1.3	86	-6	-3
CC1(c2nc3ccccc3[nH]2)CCC(=O)N1Cc1ccccn1 (stereo not drawn)	.	3	-1.2	0	0.0	-2	.	93	-5	3
